PAX8 reporter = lowers PAX8-driven luciferase in RMG-I cells. AID 652154. inhibition, % at 12.6 µM. RMG-I TPO-luciferase reporter, SteadyGlo, 24 h. 1.2% of 360,000 active;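 active = mean replicate inhibition at least 60% with every replicate also reaching 60%; inconclusive = only one of the two criteria is met; inactive = mean below 60% and not all replicates reaching 60%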;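 note: luciferase light reporting Pax8 driven TPO promoter activity; plate controls were median of neutral control wells for no effect and mitoxantrone controls for full effect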
Casp6 inh = blocks human caspase-6 cleavage activity | P55212 | purified caspase-6, Z-VEID-R110 cleavage fluorescence | inhibition, % at 12.5 µM | 0.53% of 350,000 active | AID 686996;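 active = mean inhibition across replicates at least about 35%, with every replicate also reaching that limit, limit read from the data; inconclusive = only one of the two criteria met; inactive = neither criterion met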;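 note: 0% = median of neutral control wells and 100% = no fluorescence left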
Target sequence (P55212 24-179 limits assumed): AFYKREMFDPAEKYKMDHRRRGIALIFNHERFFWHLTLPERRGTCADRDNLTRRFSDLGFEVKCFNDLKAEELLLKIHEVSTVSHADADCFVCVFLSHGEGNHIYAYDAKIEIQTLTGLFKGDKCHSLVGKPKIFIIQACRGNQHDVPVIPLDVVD
Target sequence (P55212 194-293 limits assumed): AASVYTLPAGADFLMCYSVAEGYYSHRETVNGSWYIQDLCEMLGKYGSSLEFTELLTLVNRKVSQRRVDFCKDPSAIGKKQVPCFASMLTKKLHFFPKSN
LGR2 antag = inhibitors of bursicon-induced Drosophila LGR2 receptor cAMP signaling; inhibition, % at 9.99 µM; HEK293 LGR2, CRE-luciferase, bursicon-stimulated, 4 h; 0.35% of 380,000 active;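 active = drop in luminescence signal, shown as inhibition above about 50% in the replicate tests, limit read from the data, passing the limit was not always enough; inconclusive = probably only some replicates passing the limit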;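 note: agonist challenge used bursicon conditioned medium at about half maximal strength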
ARNT TACC3 PPI = disrupts binding between human ARNT and TACC3 | inhibition, % at 9.99 µM | AID 623870 | 0.66% of 390,000 active | AlphaScreen His-ARNT PAS-B/GST-TACC3 binding, luminescence; TACC3 fragment carries E629A point mutation | Q9Y6A5;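 active = mean inhibition of replicates at least 50% and at least half of replicates each reaching 50%; inconclusive = half or more replicates reach 50% but mean below 50%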;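 note: 0% = complete ARNT plus TACC3 wells and 100% = ARNT alone without TACC3; many hits fall short of the cut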
SIRT5 block = inhibitors of human sirtuin-5 desuccinylase; Q9NXA8; Purified SirT5, succinyl-peptide AMC, trypsin-coupled fluorescence; inhibition, % at 15 µM; 1.1% of 330,000 active; in the data active = inhibition above about 15%; inconclusive = no clear call, values can overlap the other calls
Target sequence (Q9NXA8 whole entry, looked up): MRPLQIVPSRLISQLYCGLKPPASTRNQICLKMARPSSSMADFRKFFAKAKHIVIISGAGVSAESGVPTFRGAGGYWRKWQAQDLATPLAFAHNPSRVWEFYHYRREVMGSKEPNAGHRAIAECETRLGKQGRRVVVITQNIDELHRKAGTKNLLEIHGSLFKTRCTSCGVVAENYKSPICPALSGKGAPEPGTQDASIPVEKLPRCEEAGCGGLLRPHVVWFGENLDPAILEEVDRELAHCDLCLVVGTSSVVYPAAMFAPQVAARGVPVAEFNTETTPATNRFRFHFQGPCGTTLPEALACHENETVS
DENV2 CPE rescue = protects cells from dengue virus 2 cytopathic effect | AID 651640 | 1.7% of 350,000 active | CPE inhibition, % at 9.99 µM | DENV2-infected cells, cytopathic effect rescue, plate reader; in the data active = CPE inhibition above about 20%, passing the limit was not always enough; inconclusive = no clear call, values can overlap the other calls; tested in BHK-21 cells;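 note: 0% = median of neutral control wells and 100% = median of positive control wells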
EWS-Fli block = inhibitors of EWS/Fli oncoprotein transcriptional activity. A673 NR0B1-luciferase reporter, viability-normalised. inhibition, % at 12.6 µM. 0.67% of 350,000 active. AID 651661;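 active = mean inhibition of at least 50% after viability correction, with every replicate also passing that limit; inconclusive = mean reaches 50% but only one of two replicates passes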;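 note: firefly luciferase signal divided by Alamar Blue viability fluorescence both relative to DMSO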
Starred values were filed as active, the others as inactive; ? = inconclusive; · = not tested or not shown.

SMILES	PAX8 reporter	Casp6 inh	LGR2 antag	ARNT TACC3 PPI	SIRT5 block	DENV2 CPE rescue	EWS-Fli block
CCNC(=O)[C@H]1[C@H](CO)[C@H]2Cn3c(ccc(-c4cccc(OC)c4)c3=O)[C@H]2N1C(=O)NC(C)C	-9	-1	-3	3	-26	31*	5
CCCC1(c2ccccc2)NC(=O)N(CC(=O)NCc2ccc(OC)cc2)C1=O (stereo not given)	3	·	3	6	0	9	-1
COc1cccc(C(=O)N2C[C@@H]3[C@H](c4ccccc42)[C@H](CO)N3Cc2cccnc2)c1	15	-1	7	2	-1	?	-2
O=C(N/N=C/C1C(c2ccccc2)C1(Cl)Cl)c1cccc(Cl)c1 (stereo not given)	-5	-2	-5	·	1	1	-9
CO[C@@H]1CN(C)C(=O)c2cc(NC(=O)c3ccno3)ccc2OC[C@@H](C)N(S(C)(=O)=O)C[C@H]1C	-2	·	-4	-8	-2	-1	5
C[C@@H]1CN([C@H](C)CO)C(=O)Cc2cc(NC(=O)Nc3ccc4c(c3)OCO4)ccc2O[C@H]1CN(C)Cc1ccc(C(=O)O)cc1	2	2	-43	-13	-2	0	4
COc1ccc(-c2nn(-c3ccccc3)cc2C(=O)N2CCN(S(=O)(=O)c3ccccc3[N+](=O)[O-])CC2)cc1	33	0	-2	·	-1	-2	11
C=CCNC(=S)Nc1sc2c(c1C(=O)OCC)CC(C)(CC)OC2 (stereo not given)	3	-2	12	·	-2	4	15
CN(C)C(=O)c1ccc(-c2ccc([C@@H]3[C@@H](CO)N(C(=O)C4CCCC4)[C@H]3C#N)cc2)cc1	-2	-3	2	3	6	29*	6
Clc1ccc(-c2nc3c4ccccc4ccn3c2CC2CCCCC2)cc1	-1	1	-22	·	0	?	-9
COc1ccc(C=NNc2ccc([N+](=O)[O-])cn2)cc1	-187	0	·	-8	·	11	-50
CC1CCCCN1CCn1cnc2c([nH]c3ccccc32)c1=O (stereo not given)	4	-1	-14	0	-16	-9	-9
C[C@@H]1CN([C@H](C)CO)C(=O)c2cc(NS(=O)(=O)c3ccc(Cl)cc3)ccc2O[C@@H](C)CCCCO[C@@H]1CN(C)Cc1ccc(Cl)c(Cl)c1	98*	-1	21	1	7	-24	15
COCC(=O)N1CC(=O)N2[C@H](CO)[C@@H](c3ccc(C#CC4CCCCC4)cc3)[C@@H]2C1	0	4	-10	·	-4	6	8
Cc1ccc(OCC(=O)NNC(=O)c2ccco2)c(C)c1	·	-4	-1	·	-1	-2	·
CCSc1nnc(-c2cccnc2)n1-c1ccc(Cl)c(C)c1	·	6	-16	3	1	-5	-5
COc1ccc(S(=O)(=O)N(C)C[C@@H]2Oc3ccc(NS(=O)(=O)c4ccc(C)cc4)cc3CC(=O)N([C@H](C)CO)C[C@H]2C)cc1	-16	·	10	-3	·	3	-2
NC(=O)C1CCN(Cc2nc3cc(C(F)(F)F)ccc3c(=O)[nH]2)CC1	-6	-2	3	-2	·	-1	0
CC(C)NC(=O)N[C@H]1CC[C@H](CCN)O[C@@H]1CO	8	0	-4	4	-1	6	6
COc1cccc(-c2ccc([C@@H]3[C@H](CO)N4C(=O)CN(C(=O)C5CCCC5)C[C@@H]34)cc2)c1	5	-1	11	·	-15	-7	-4

Some of the entries above, reformatted.
Compound | PAX8 reporter | Casp6 inh | LGR2 antag | ARNT TACC3 PPI | SIRT5 block | DENV2 CPE rescue | EWS-Fli block
Cc1ccc(OCC(=O)NNC(=O)c2ccco2)c(C)c1 | · | -4 | -1 | · | -1 | -2 | ·
CCSc1nnc(-c2cccnc2)n1-c1ccc(Cl)c(C)c1 | · | 6 | -16 | 3 | 1 | -5 | -5
COc1ccc(S(=O)(=O)N(C)C[C@@H]2Oc3ccc(NS(=O)(=O)c4ccc(C)cc4)cc3CC(=O)N([C@H](C)CO)C[C@H]2C)cc1 | -16 | · | 10 | -3 | · | 3 | -2

Next section
SMILES	PAX8 reporter	Casp6 inh	LGR2 antag	ARNT TACC3 PPI	SIRT5 block	DENV2 CPE rescue	EWS-Fli block
CCN(CC)C(=S)Nc1ccc(C(=O)OC)cc1	-1	0	-5	-6	-6	0	9
CC(C)C(NC(=O)c1ccco1)C(=O)OCC(=O)NCCc1ccccc1 (stereo not given)	-12	-3	4	·	-4	1	-7
CC1CCC(NC(=O)COC(=O)C2=NN(c3ccccc3)C(=O)CC2)CC1 (stereo not given)	21	3	10	-10	-2	·	-7
CO[C@H]1CC[C@H]2CCOc3c(C#N)cccc3C(=O)N(C)C[C@H](c3ccccc3)CC(=O)N(C)C[C@H]1O2	13	-2	-15	14	9	-1	1
Cc1ccc(NC(=O)C2CCCN2S(=O)(=O)c2cccc3cccnc23)c(C)c1 (stereo not given)	9	-3	7	3	5	12	-5
O=C(O)CSCC(=O)Nc1cccc2ccccc12	·	2	5	-5	1	3	-1
Cc1cc(C(=O)Nc2cccc3c2O[C@H](CN(C)S(C)(=O)=O)[C@H](C)CN([C@H](C)CO)C3=O)n(C)n1	·	-6	-21	·	3	5	1
O=S(=O)(Nc1cccc2ncccc12)c1cccc(C(F)(F)F)c1	36	5	12	22	1	9	13
O=C(O)CSc1nnc(-c2ccc3c(c2)OCO3)n1-c1ccccc1	-9	-1	·	-2	1	13	-28
CN(C(=O)COC(=O)c1ccc(S(=O)(=O)N2CCCC2)cc1)c1ccccc1	-17	0	-33	-2	-3	-1	3
C[C@@H]1CCCCO[C@@H](CN(C)C(=O)C2CCCCC2)[C@@H](C)CN([C@@H](C)CO)C(=O)c2cc(NS(=O)(=O)c3cn(C)cn3)ccc2O1	-5	-1	12	-12	-5	-10	9
COc1ccc(CCNC(=O)c2ccc(CS(=O)(=O)Cc3cccc(C)c3)o2)cc1OC	9	3	-1	-3	1	5	·
C[C@@H](NC(=O)[C@@H]1N[C@@H]2c3ccc(C4=CCCC4)c(=O)n3C[C@@H]2[C@H]1CO)c1ccccc1	19	-2	11	29	8	2	1
CCC(CC)C(=O)N(C)c1c(C)nc2c(OCCOc3ccc(F)cc3)cccn12	6	-2	·	·	·	0	-10
Cc1ccc2nc(Cl)nc(-c3ccccc3)c2c1	26	-4	-4	-3	-5	4	8
COc1ccc(N2CC(C(=O)N[C@H](C(=O)NC3CCCC3)C(C)C)CC2=O)cc1 (stereo not given in full)	0	-7	10	6	-8	2	-4
O=[N+]([O-])c1ccc(S(=O)(=O)N2CCN=C2SCc2cccnc2)cc1	-1	-1	-5	4	-2	1	-14
CCc1nc2ccc(C(=O)Nc3cc(-c4ccccc4)ccc3OC)cn2c1N(C)Cc1nccs1	47	1	?	·	·	2	14
C[C@@H]1CN([C@H](C)CO)C(=O)Cc2cc(NC(=O)Cc3ccccc3)ccc2O[C@H]1CN(C)S(=O)(=O)c1ccc(F)cc1	-7	1	22	-2	-1	-12	-9
O=C(NC1CCCCC1)N[C@H]1CC[C@H](CCNS(=O)(=O)c2ccc(F)cc2)O[C@@H]1CO	7	2	5	1	1	3	-3
CC(=O)Nc1ccc(NS(=O)(=O)c2ccc3c(c2)n(C)c(=O)n3C)cc1	-48	-2	-1	3	1	-1	11
Cc1noc(C)c1S(=O)(=O)Nc1ccc2c(c1)CC(=O)N([C@@H](C)CO)C[C@@H](C)[C@@H](CN(C)S(=O)(=O)c1c(C)noc1C)O2	-5	0	-11	-1	0	-3	-7
C[C@H]1CN([C@@H](C)CO)C(=O)c2cc(NC(=O)CCC(F)(F)F)ccc2O[C@@H]1CN(C)CC1CC1	-17	-1	-4	-9	1	10	0
COc1ccc(S(=O)(=O)N[C@@H]2CC[C@@H](CC(=O)O)O[C@@H]2CO)cc1	-8	-1	3	·	1	0	1
Cn1nc(-c2ccccc2)cc1NC(=O)c1cccs1	-10	-2	-3	-6	-1	-2	-16
COc1ccc(S(=O)(=O)Nc2ccc3c(c2)CC(=O)N([C@H](C)CO)C[C@H](C)[C@H](CN(C)C(=O)Nc2ccc(C(F)(F)F)cc2)O3)cc1	12	1	2	-3	7	-8	-4
COc1ccc(OC)c(NC(=O)NNC(=O)COc2ccc(-c3ccccc3)cc2)c1	·	2	-4	-2	-2	0	-4
COc1cc([N+](=O)[O-])c2nccnc2c1	-12	2	1	20	1	1	2
CCN(CC)C(=O)[C@H]1C[C@H](CC(=O)NC/C=C(\C)CCC=C(C)C)C(=O)N2CCc3c([nH]c4cc(-c5ccco5)ccc34)[C@]12C	7	1	6	-2	-5	-18	4
Cc1onc(-c2c(Cl)cccc2Cl)c1C(O)c1ccccc1 (stereo not given)	11	3	15	-8	-1	0	-2
Cc1onc(-c2ccccc2Cl)c1C(=O)O/N=C(\N)c1ccccc1	26	-1	30	-8	-3	-9	45
O=C1C(=O)N(CCCN2CCOCC2)C(c2ccc(F)cc2)/C1=C(\O)c1ccc2c(c1)OCCO2 (stereo not given)	-18	-2	-24	-6	1	2	·
c1ccc2oc(-c3nn4c(Cn5cnc6ccccc65)nnc4s3)cc2c1	13	4	-4	-11	-2	-1	6
O=C(Oc1ccc(C(=S)N2CCOCC2)cc1)c1ccccc1	6	2	7	12	·	-1	-3
Cc1cc(C)c(NC(=O)COC(=O)CSc2ccc(Br)cc2C)c(C)c1	2	·	-6	-3	·	·	·
O=C(NCC(c1ccco1)N1CCOCC1)c1ccc(F)c(F)c1 (stereo not given)	-1	-1	4	-1	-1	-1	-5
S=c1[nH]nc(-c2cccnc2)n1-c1ccc2c(c1)OCCO2	3	0	-11	-2	0	3	-20
O=C(C1=C(O)C(=O)N(CC2CCCO2)C1c1ccc(Cl)cc1)c1ccco1 (stereo not given)	-4	1	-3	2	-1	-2	-6
CC(=O)NC(CCCCNC(=S)NC1CCCCC1)C(=O)O (stereo not given)	0	1	9	-6	-2	-2	-4
CC(OC(=O)c1ccc2c(c1)C(=O)N(Cc1ccncc1)C2=O)C(=O)Nc1cccc(Cl)c1Cl (stereo not given)	1	·	4	-3	·	·	·
C[C@@H]1CN([C@H](C)CO)C(=O)Cc2cc(NC(=O)Cc3cn(C)c4ccccc34)ccc2O[C@H]1CN(C)Cc1ccc(-c2ccccc2)cc1	·	1	14	·	-1	-11	13
O=C(CCn1[nH]c(=O)c2ccccc2c1=O)OC1CCCCC1	·	1	-7	-3	0	5	0
COC(=O)C=CC(=NNc1ccccc1)c1ccccc1	1	3	-8	3	-4	-5	-16
CCOCCn1c(N2CCN(c3ccccc3)CC2)nc2c1c(=O)[nH]c(=O)n2C	-9	-4	·	-2	4	-3	4
Clc1cccc(Cl)c1Cn1cnc2c(NCc3ccco3)ncnc21	·	-2	5	-9	-1	-4	35
CC(=O)Nc1nc(C)c(C(C)(C)C)s1	-2	2	12	-5	-2	-1	-1
COc1cc(/C=N\Nc2nncn2N)ccc1OC(C)=O	-13	4	-12	·	2	4	-10
COc1ccc(NC(=O)/C=C2\SC(=O)NC2=O)cc1	0	-2	-14	·	-5	6	-6
C[C@H](CO)N1C[C@H](C)[C@H](CN(C)Cc2ccc(C(=O)O)cc2)Oc2ccc(NC(=O)Nc3ccc(F)cc3)cc2CC1=O	4	0	-26	5	-1	4	-7
COC(=O)[C@]12C[C@H](CC(=O)NCc3ccc(OC)c(OC)c3)C(=O)N(CCC3=CCCCC3)C1=C[C@H](COCc1ccccc1)O[C@@H]2C	9	-2	9	·	·	3	0

Additional structures.
SMILES	PAX8 reporter	Casp6 inh	LGR2 antag	ARNT TACC3 PPI	SIRT5 block	DENV2 CPE rescue	EWS-Fli block
NC(=O)C1CCN(C(=O)COCc2cc(-c3ccc4c(c3)OCO4)on2)CC1	-48	-6	-3	0	-2	11	·
C/C=C(\C)C(=O)Nc1cccc(C2=NOC3(C2)C[C@H](C(N)=O)N(C(=O)CC#N)C3)c1 (stereo not given in full)	7	-1	·	-6	·	?	-4
O=C(CSc1ncnc2ccccc12)Nc1ccc2c(c1)OCCO2	-8	-2	-13	-2	7	0	-6
O=C(CSc1ncnc2[nH]ncc12)Nc1cccc(Oc2ccccc2)c1	11	-3	-4	·	-2	·	-6
CCCCn1nnnc1C(c1cc2ccccc2o1)N1CCN(c2ncccc2C#N)CC1 (stereo not given)	-24	-2	18	·	-4	?	13
COC(=O)c1ccc(OCCN2CCCCCC2)cc1	0	-24	-36	·	-2	1	1
COc1cc(C2Nc3cccc4cccc(c34)N2)cc(OC)c1O	·	1	·	7	-2	-5	-7
